PriA SSB inh: inhibitors of Klebsiella pneumoniae PriA binding to SSB C-terminal tail; hit rate 0.6% among 430,000; inhibition, % at 33 µM; AlphaScreen SSBct-PriA binding, biotinylated peptide; in the data active = inhibition mostly above about 37%, no sharp cut-off; inactive = mostly below about 20%;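 also: plate controls were negative control peptide for no effect and reference peptide for full effect; strong numbers were not always called active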
Starred values were filed as active, the others as inactive; & = joins results of further samples. An excerpt, so the mix of outcomes need not match the whole.

SMILES	PriA SSB inh
CC(NC(=O)C1CCN(c2ncnc3c2sc2ncccc23)CC1)c1ccccc1 (stereo not given)	2
Cc1ccc([N+](=O)[O-])cc1NC(=O)CC1Sc2ccccc2NC1=O (stereo not given)	-11
O=C(Nc1cccc(N2CCCCC2=O)c1)c1cccc([N+](=O)[O-])c1	9
CCOC(=O)Cn1c(=NC(=O)c2ccnn2C)sc2cc(OC)c(OC)cc21	-9
COC(CNC(=O)COc1cccc2c1OC(C)(C)C2)c1ccc(Cl)s1 (stereo not given)	-10
O=C(COc1ccccc1)N1CCN(c2ccc(-c3ccc(F)cc3)nn2)CC1	-4
Cc1nc(SCc2ccccc2F)[nH]c(=O)c1CC(=O)NCc1ccco1	-8
COc1cc(C(CC(=O)c2ccc(Cl)cc2)Sc2ccccc2)cc(OC)c1OC (stereo not given)	-9&2
O=C(C=C1NCC2c3ccccc3CCN2C1=O)c1ccccc1 (stereo not given)	-10
CN(C)c1cccc(C(=O)NCc2nn(C3CCCC3)c(=O)c3ccccc23)c1	-17
CC(=O)C(=NNc1ccccc1)N1CCOCC1	-14
O=C(COC(=O)c1cccc(I)c1)c1ccc(-n2nncc2-c2ccccc2)cc1	-4
Cc1nn(C)cc1C=NNC(=O)c1ccc2c(c1)OCO2	-13
CCOc1ccc(C2C(=C(O)c3ccc4c(c3)CC(C)O4)C(=O)C(=O)N2CC2CCCO2)cc1 (stereo not given)	2
COC(=O)Cn1nc(C)c2cnn(-c3ccccc3)c2c1=O	-4
Cc1cccc(C=NNc2cn[nH]c(=O)c2Cl)c1	5
O=C(CN1C(=O)c2ccccc2C1=O)Nc1nc2c(cc3c4c(cccc42)CC3)s1	-2
CN(C)[C@@H](CNC(=O)COc1ccc(Cl)cc1)c1cccs1	1
Cc1nnc(SCC(=O)Nc2ccc3c(c2)OCO3)c2c1cnn2-c1ccc(F)cc1	-4
COc1cc(C(=O)NCC(c2ccco2)N(C)C)c([N+](=O)[O-])cc1OC (stereo not given)	-4
COc1ccc(NC(=O)Cn2c(C)cc(C)c(-c3nc(-c4cccc(Cl)c4)no3)c2=O)cc1OC	18
O=c1c2cc(-c3cccs3)nn2ccn1Cc1nc(-c2ccc(F)cc2)no1	-4
Cn1c(SCC(=O)Nc2nc3ccccc3s2)nnc1-c1ccc(=O)n(C)c1	-13&-8
O=C(Nc1ccccc1)OC1CCCC(NS(=O)(=O)c2cccnc2)C1 (stereo not given)	-12
O=C(Nc1cccc(N2CCCS2(=O)=O)c1)c1ccccc1Br	-8
Cn1cccc1-c1noc(CNC(=O)CCn2ccc(=O)[nH]c2=O)n1	2
CCOc1ccc(OCCNC(=O)c2sc(-c3ccccc3)nc2C)cc1	-14
C=CCCC(=O)N1CC[C@H](S(=O)(=O)c2ccccc2)C1	-13
O=C(NCCN1CCOC(c2ccccc2)C1)C(=O)NCc1ccccc1 (stereo not given)	-11
CCN1CCN(CC(=O)NN=Cc2ccc(F)cc2F)CC1	-3
C/C(C=Nn1c(-c2cccnc2)n[nH]c1=S)=C\c1ccccc1	19
CCN(Cc1ccccc1)S(=O)(=O)c1ccc(C(=O)Nc2ccccc2S(C)(=O)=O)cc1	2
COc1ccccc1CCNC(=O)CC1CCCCN1S(=O)(=O)c1cccs1 (stereo not given)	21
O=C(CNC(=O)c1ccco1)NN=Cc1ccccc1[N+](=O)[O-]	-3
COc1ccc(-c2nnc(NC(=O)c3cccc(S(=O)(=O)C(C)C)c3)o2)c(OC)c1	17
CCCCn1cc(S(=O)(=O)c2ccccc2)c(=O)c2cc(Cl)ccc21	-13
Cc1noc(-c2ccc(N3CCCC(C(=O)NC(C)c4ccccn4)C3)nc2)n1 (stereo not given)	-18
N#C/C(C(=O)NCc1ccco1)=C1/N=C(NC(=O)c2ccccc2)c2ccccc21	6
O=S(=O)(Nc1ccc(N2CCN(c3ccccc3F)CC2)nn1)c1ccc(Cl)cc1	-3
O=C(Nc1ccc(-c2ccc(NC(=O)c3ccccc3)c(C(=O)O)c2)cc1C(=O)O)c1ccccc1	-19&-8
CC(C)CS(=O)(=O)C1CNC1	-6
O=C(Nc1ccc2ncsc2c1)c1ccc(Br)s1	1
CCOc1cn(C)c(C(=O)Nc2ccc(C)c(Cl)c2)cc1=O	-7
CCOC(=O)c1scc(-c2ccccc2)c1S(=O)(=O)N1CC=C(c2ccccc2)CC1	-8
CCCc1ccc(S(=O)(=O)Nc2ccn3nccc3c2)cc1	-9
O=S(=O)(NCCn1nc(-c2cccs2)cc1C1CC1)C1CC1	-16
COc1cccc2cc(C(=O)Nc3nc4c(F)cc(F)cc4s3)oc12	17
CC(C)n1c(-c2cccc(Br)c2)nc2ccccc21	-10
COc1ccc(C2(O)C(C)N(c3ccccc3)C3=[N+]2CCCS3)c(F)c1 (stereo not given)	0
O=C(Nc1ccccc1-c1ccccc1)C1CCN(c2cc(-n3cncn3)ncn2)CC1	1

A different layout for four compounds above:
molecule,PriA SSB inh
O=S(=O)(NCCn1nc(-c2cccs2)cc1C1CC1)C1CC1,-16
COc1cccc2cc(C(=O)Nc3nc4c(F)cc(F)cc4s3)oc12,17
CC(C)n1c(-c2cccc(Br)c2)nc2ccccc21,-10
COc1ccc(C2(O)C(C)N(c3ccccc3)C3=[N+]2CCCS3)c(F)c1 (stereo not given),0

(listing goes on)
SMILES	PriA SSB inh
O=C(CSc1ncnc2c1cnn2-c1ccc(F)cc1)Nc1cc(C(F)(F)F)ccc1Cl	-10
O=C1CC2(CCN(S(=O)(=O)c3ccc([N+](=O)[O-])cc3)CC2)Oc2ccccc21	5
CC1CCCC(=NNc2ccc([N+](=O)[O-])cc2[N+](=O)[O-])C1 (stereo not given)	58*
NC(=NOC(=O)CCCOc1ccccc1)c1ccncc1	-13
CN(C)CCN1C(=O)C(=O)C(=C(O)c2ccc3c(c2)OCCO3)C1c1ccccn1 (stereo not given)	-11
Cn1ccnc1N1CCN(C(=O)Cc2ccc(Cl)cc2)CC1	10
Cc1cccc(OCC(=O)NCC2CCN(Cc3ccco3)CC2)c1	-1
CCOC(=O)CSc1nc2ccccc2n1C	-23
COc1ccc(-c2ccc(N3CCN(C(=O)Nc4ccc(F)c(Cl)c4)CC3)nn2)cc1	-5
CCOc1ccc(S(=O)(=O)NCC(O)(c2ccco2)C2CC2)cc1F (stereo not given)	-9
O=C(CN1C(=O)CCC1=O)NCc1ccsc1	-2
COc1cc(C=NNC(=O)c2cnn3c(C)cc(-c4ccccc4)nc23)ccc1O	-5
Cc1ccc(C)c(N2CCN(C(=O)c3ccc(NC(=O)Cn4c(C)cc(C)c(C#N)c4=O)cc3)CC2)c1	10
COc1ccc2nc(Nc3nnc(-c4cccs4)o3)sc2c1	-14
Cc1cc(C)nc(NN=C2CCCC/C2=C\c2ccccc2)n1	10
CC(Nc1nc(Nc2ccc(F)cc2)c2n[nH]nc2n1)c1ccccc1 (stereo not given)	8
COCCNC(=S)NN=C(C)c1ccc(OC(F)F)cc1	1
Brc1ccc(CSc2nnc3sc4ccccc4n23)cc1	3
CN(C)c1ccc(C=Nc2sc3c(c2C#N)CCCC3)cc1[N+](=O)[O-]	-6
Cn1cccc1CN(C1CC1)S(=O)(=O)c1cccc2cccnc12	26
COc1ccccc1OCC(O)CN(C)C1CCCCC1 (stereo not given)	-6
O=C(Nc1cccc(-c2ccn[nH]2)c1)c1ccc(N2CCC(Cc3ccccc3)CC2)nn1	-16
O=C(Nc1ccc2c(c1)N(C(=O)c1cccs1)CC2)c1ccccc1F	28
O=C(C1CC1)N1CCc2ccccc21	-8&-6
CC[C@@H](C(=O)Nc1cc(N2CCOCC2)ncn1)c1ccccc1	-7
Cn1cc([C@@H](O)CNS(=O)(=O)c2ccccc2F)c2ccccc21	10
CC(=NNC(=O)c1ccccc1)c1ccc2c(c1)OCO2	-4
O=S(=O)(c1ccc(Oc2ccccc2Cl)cc1)N(CC(F)(F)F)c1ccccc1	-23&-1
Cc1nc2c(ccc3nc(NC(=O)CCSc4ccccc4)sc32)s1	6
CCN1CCN(C(c2cccnc2)c2c(NC(C)=O)sc3c2CCCC3)CC1 (stereo not given)	-5
O=C(NCCn1ccnc1-c1ccccn1)c1ccccc1Br	0
CC(=O)Nc1sc(SCC(=O)NC2CC2)nc1-c1ccccc1	28
COc1cccc2cc(-c3nnc(-c4ccc([N+](=O)[O-])cc4)o3)c(=O)oc12	-4
Cc1csc(NC(=O)CSc2ccc(NC(=O)C3CC3)nn2)n1	6
CC(C)Sc1ccc(CC(=O)Nc2ccc3c(c2)C(=O)NCC3)cc1	-12
COc1ccnc(-n2cccc2C=NO)c1C#N	1
CSc1ncccc1C(=O)N1CCC(c2cc(C(=O)Nc3ccccc3F)n[nH]2)CC1	-15
CC(NC(=O)CC1SC(=N)NC1=O)c1ccccc1 (stereo not given)	-12
COCCN1CCC(NC(=O)c2cc3ccccc3o2)CC1	-8
O=C(NCc1ccc(F)cc1Cl)c1ccc(Oc2nccnc2N2CCSCC2)cc1	4

Reformatted: results already given.
> COc1cc(C(CC(=O)c2ccc(Cl)cc2)Sc2ccccc2)cc(OC)c1OC (stereo not given)
  PriA SSB inh = -9&2

> O=C(C=C1NCC2c3ccccc3CCN2C1=O)c1ccccc1 (stereo not given)
  PriA SSB inh = -10

> CN(C)c1cccc(C(=O)NCc2nn(C3CCCC3)c(=O)c3ccccc23)c1
  PriA SSB inh = -17

Continued.
SMILES	PriA SSB inh
O=C(NCCn1ccc(-c2cccs2)n1)c1c(F)cccc1F	-11
COc1cccc(C=NNC(=O)CNC(=O)COc2cccc(C)c2)c1O	-5
CS(=O)(=O)N1CCCC1C(=O)Nc1c(C(N)=O)oc2ccccc12 (stereo not given)	-12
O=C(Nc1ccccc1C(F)(F)F)NC(c1cccnc1)C1CCOCC1 (stereo not given)	9
Cc1nn(-c2ncc(NC(=O)CC(C)C)cn2)c(C)c1C	-9
O=C(Nc1cccs1)Nc1ccccc1-c1ccc(=O)[nH]n1	-2
COC(=O)c1ccc(NC(=O)CN2CCc3nc(NC(=O)c4ccco4)sc3C2)cc1	-2
CCCc1c(C(=O)NN=C(C)c2ccncc2)nnn1-c1nonc1N	5
CS(=O)(=O)Nc1ccc2c(c1)N(C(=O)c1ccco1)CC2	16
c1cc[n+]2cc3n(c2c1)Cc1c[n+]2ccccc2n1C3	5
O=C(c1cc(-c2ccc(F)cc2)n[nH]1)N1CCc2nc3ccccn3c(=O)c2C1	-12
O=C(O)C(NC(=O)c1ccc(Cl)cc1)=C(Cl)Cl	-6
COc1ccc(NC(=O)CN2CCC(C(=O)NC3CCN(Cc4ccccc4)CC3)CC2)c(OC)c1	-12
COc1ccc(C=NNC(=O)c2nn(C)cc2Br)cc1CSCc1ccco1	-9
O=S(=O)(c1cccc(F)c1)N1CCN(c2ccccc2F)CC1	-18
O=C(Cc1csc(NC(=O)C2CCC(=O)N2)n1)Nc1ccc2c(c1)OCCO2 (stereo not given)	-7
O=C(Nc1onc2c1CCCC2)C1CCN(S(=O)(=O)c2ccc(F)cc2)CC1	-8
CCOC(=O)C(C)Sc1ccc(NC(=O)c2ccco2)nn1 (stereo not given)	-11
CC[C@H](C)Nc1cc(C)nc2cc(-c3ccccc3OC)nn12	-2
COc1ccc(N2CCN(CCNC(=O)c3ccccc3C)CC2)cc1	-12
O=C(Nc1nccs1)C1CCN(S(=O)(=O)c2ccc(Cl)cc2)CC1	-17
CN(C)N=Cc1ccc(Sc2ccc([N+](=O)[O-])cc2[N+](=O)[O-])o1	-10
O=S(=O)(c1ccc(Br)cc1)N1CC(c2nc(-c3cnccn3)no2)C1	-17
CCN1CCCc2cc(CCNC(=O)C(=O)NCCN3CCOCC3)ccc21	48
Cc1ccc(NC(=O)CSc2ccc(NC(=O)C(C)C)nn2)cc1Cl	3
Cc1nc(-c2ccccc2)sc1C(=O)NCCn1nc(-c2ccco2)ccc1=O	-2
CC(C)CCN1C(=O)C(C)(C)COc2ccc(NC(=O)c3cccs3)cc21	32
CCOC(=O)N1CCC(NC(=O)Cn2nc(-n3ccc4ccccc43)ccc2=O)CC1	3
O=c1[nH]c(=O)n(CCC2=CCCCC2)c(O)c1C=NNc1ccccc1	-2
COc1cc(Cl)c(C)cc1NC(=O)Cn1c(=O)n(C(C)C)c(=O)c2ccccc21	-18
CCOC(=O)c1c(C)c(C(=O)N2CCC(Cc3ccccc3)CC2)c(C)n1CC	0
O=C(Nc1cnn([C@H]2CCOC2)c1)c1cc(=O)[nH]c(=O)[nH]1	-3
CCOc1cn2c(cc1=O)C(=O)N(CCNC(=O)c1ccc(Cl)cc1)CC2	-6
Cc1nc(SCc2ccc(F)cc2)[nH]c(=O)c1CC(=O)N1CCN(c2ccccc2Cl)CC1	-3&-2
COCCN(Cc1ccoc1)C(=O)c1cc2ccccc2[nH]1	-6
Cc1ccc2sc(N(CCN(C)C)C(=O)CCc3ccccc3)nc2c1C	5
O=c1n(CCNS(=O)(=O)C2CC2)nc(C2CC2)n1-c1ccccc1	-9
Cn1c(=NNC(=O)c2ccccc2F)sc2ccccc21	-3
O=C(c1cc(C2CC2)on1)N(Cc1cnc2ccccn12)C1CC1	-3
Cn1cccc1/C=N\O	15
O/N=C\Cc1[nH]c2ccccc2c1-c1ccccc1	16
COc1ccc(-c2csc3c(=O)[nH]cnc23)cc1	-4

Structures shown so far with a nitro group on carbon, in the order listed:
SMILES	PriA SSB inh
Cc1ccc([N+](=O)[O-])cc1NC(=O)CC1Sc2ccccc2NC1=O (stereo not given)	-11
O=C(Nc1cccc(N2CCCCC2=O)c1)c1cccc([N+](=O)[O-])c1	9
COc1cc(C(=O)NCC(c2ccco2)N(C)C)c([N+](=O)[O-])cc1OC (stereo not given)	-4
O=C(CNC(=O)c1ccco1)NN=Cc1ccccc1[N+](=O)[O-]	-3
O=C1CC2(CCN(S(=O)(=O)c3ccc([N+](=O)[O-])cc3)CC2)Oc2ccccc21	5
CC1CCCC(=NNc2ccc([N+](=O)[O-])cc2[N+](=O)[O-])C1 (stereo not given)	58*
CN(C)c1ccc(C=Nc2sc3c(c2C#N)CCCC3)cc1[N+](=O)[O-]	-6
COc1cccc2cc(-c3nnc(-c4ccc([N+](=O)[O-])cc4)o3)c(=O)oc12	-4
CN(C)N=Cc1ccc(Sc2ccc([N+](=O)[O-])cc2[N+](=O)[O-])o1	-10
